PG9 Ab binder: small molecules binding HIV-1 gp120 antibody PG9. inhibition, % at 6.7 µM. actives 0.43% (n = 360,000). TR-FRET gp120-PG9 antibody binding; in the data active = inhibition above about 8.5%
PRMT1 FP inh: inhibitors of human PRMT1; Q99873; recombinant PRMT1, activity-based probe fluorescence polarization; inhibition, % at 2.79 µM; actives 1.3% (n = 370,000);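 active = inhibition above about 21% made by adding two undisclosed values, limit read from the data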
TDP2 inh: TDP2 (human) inhibition, absorbance primary screen | actives 0.34% (n = 370,000) | O95551 | recombinant TDP2, T5PNP hydrolysis, p-nitrophenol absorbance 415 nm | AID 720702 | inhibition, % at 12.8 µM;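 active = inhibition above the mean of all tested compounds plus 3 SD, set per campaign, cut at about 25% in these data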;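 note: 0% = DMSO with enzyme and 100% = buffer with substrate but no TDP2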
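System – recombinant human TDP2 · Amount – 120 nM TDP2 per well · Buffer or medium – Mg2+-containing Tris-HCl buffer, pH 7.5 · Reagent – T5PNP substrate, 5 mM · Dosing – 12.8 µM single point, 1% DMSO · Incubation – 2 h at 37 °C · Measured by – epi absorbance · Read-out basis – percent inhibition · Benchmarks – high control without enzyme, low control DMSO plus TDP2 · Repeats – singlicate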
rCAG binder: binds r(CAG) RNA repeats | r(CAG) RNA repeat, TO-PRO-1 dye displacement fluorescence | inhibition, % at 3 µM | actives 1.3% (n = 370,000) | AID 651821;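 active = inhibition above the plate cutoff, the mean of all test compounds on that plate plus 3 SD, cut at about 35% in these data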;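 note: 0% = DMSO alone and 100% = 100 µM mitoxantrone as full dye displacement; higher means more dye released from RNA so lower well fluorescence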
TCR CD3 inh: human TCR-CD3 binding inhibition; TAMRA-labeled TCR probe fluorescence, biochemical; inhibition, % at 9.4 µM; actives 0.37% (n = 360,000); in the data active = inhibition above about 19%;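 note: recombinant mutant TCR 2C K166C tagged with TAMRA read by polarization; 0% = receptor in buffer alone and 100% = receptor with positive control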
Rev-erbA mod: modulators of human Rev-erb alpha DNA binding. P20393. actives 0.79% (n = 370,000). Rev-erbα–FITC-DNA binding, fluorescence polarization, 90 min. activity, % at 10 µM;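 active = activity above about 14%, limit read from the data; passing the limit was not always enough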;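 note: 0% = DMSO wells with 35 nM protein and 100% = DMSO wells with 750 nM protein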
Target sequence (P20393 whole entry, looked up): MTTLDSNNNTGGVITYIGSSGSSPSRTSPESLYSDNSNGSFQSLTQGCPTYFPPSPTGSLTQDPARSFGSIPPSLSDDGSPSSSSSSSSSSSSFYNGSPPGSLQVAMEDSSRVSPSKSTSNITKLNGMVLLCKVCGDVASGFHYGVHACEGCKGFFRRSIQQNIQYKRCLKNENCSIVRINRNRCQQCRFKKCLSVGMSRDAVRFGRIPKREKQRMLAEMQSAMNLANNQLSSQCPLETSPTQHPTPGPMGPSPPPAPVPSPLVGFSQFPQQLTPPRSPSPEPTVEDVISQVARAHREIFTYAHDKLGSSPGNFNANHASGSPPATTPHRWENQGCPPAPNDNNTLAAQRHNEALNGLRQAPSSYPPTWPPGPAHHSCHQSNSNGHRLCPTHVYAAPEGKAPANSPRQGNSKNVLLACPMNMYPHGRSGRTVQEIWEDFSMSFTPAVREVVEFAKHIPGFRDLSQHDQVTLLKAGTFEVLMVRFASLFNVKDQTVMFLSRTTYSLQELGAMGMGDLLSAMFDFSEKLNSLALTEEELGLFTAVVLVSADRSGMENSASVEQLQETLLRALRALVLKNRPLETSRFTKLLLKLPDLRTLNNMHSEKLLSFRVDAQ
LEDGF integ inh: blocks HIV-1 LEDGF/p75-dependent DNA integration; TR-FRET IN-LEDGF/p75 DNA integration, Eu/Cy5; inhibition, % at 3.7 µM; actives 0.64% (n = 370,000);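 active = inhibition above the screen-wide mean plus 3 SD, cut at about 13% in these data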;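 note: signal is the Cy5 over europium emission ratio at 671 and 618 nm; 0% = plate median of compound wells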
SIAE inh: human SIAE inhibition, primary screen | SIAE FP-Rh probe binding, fluorescence polarization | inhibition, % at 9.66 µM | actives 0.69% (n = 370,000) | AID 1053197;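 active = inhibition above a cutoff: mean of compounds within the control limits plus 3 SD of those, cut at about 17% in these data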;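 note: 0% = plate median of compound wells and 100% = probe without SIAE protein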
mABHD4 FP: inhibits mouse alpha/beta hydrolase domain 4; purified mABHD4, FP-Rh probe fluorescence polarization; inhibition, % at 8.92 µM; AID 720543; actives 0.54% (n = 370,000);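 active = inhibition exceeding the mean over every tested compound plus 3 SD, cut at about 30% in these data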;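 note: 0% = plate median of compound wells and 100% = S159A mutant with DMSO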
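Material: mouse ABHD4 enzyme, wild type; Benchmarks: S159A mutant high control, sample median low control; Buffer or medium: HEPES pH 7.0, NaCl, Pluronic buffer; Signal: fluorescence polarization; Read-out: percent inhibition of probe binding, normalized to plate controls; Timing: pre-incubation 45 min, probe exposure 60 min, at 25 °C; Dosing: 8.92 µM, single dose.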
HTRA1 inh: inhibitors of human serine peptidase HTRA1. actives 0.5% (n = 340,000). recombinant HTRA1, FP-rhodamine activity-based probe, fluorescence polarization. inhibition, % at 5.96 µM. AID 504803. Q92743; in the data active = inhibition above about 36%;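 note: 0% = enzyme with DMSO and 100% = wells lacking enzyme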
Target sequence (Q92743 whole entry, looked up): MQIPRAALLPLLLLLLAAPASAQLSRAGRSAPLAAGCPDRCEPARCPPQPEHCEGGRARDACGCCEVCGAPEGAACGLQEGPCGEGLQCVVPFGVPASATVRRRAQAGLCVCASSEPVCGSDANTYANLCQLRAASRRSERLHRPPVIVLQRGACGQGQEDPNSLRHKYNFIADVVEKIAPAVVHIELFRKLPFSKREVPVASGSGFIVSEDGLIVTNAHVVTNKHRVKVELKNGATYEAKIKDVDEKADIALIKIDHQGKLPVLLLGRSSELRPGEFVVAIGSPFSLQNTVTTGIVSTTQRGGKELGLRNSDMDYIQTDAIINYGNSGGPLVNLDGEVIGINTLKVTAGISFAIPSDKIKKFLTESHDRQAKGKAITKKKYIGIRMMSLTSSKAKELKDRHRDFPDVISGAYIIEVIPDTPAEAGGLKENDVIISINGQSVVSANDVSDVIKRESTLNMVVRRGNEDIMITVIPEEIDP
Active calls of the source: *; · = no result given; & = joins results of further samples. A portion of the library; the hit share may differ from the screen's.

Sequence of screens: PG9 Ab binder	PRMT1 FP inh	TDP2 inh	rCAG binder	TCR CD3 inh	Rev-erbA mod	LEDGF integ inh	SIAE inh	mABHD4 FP	HTRA1 inh
1. CCOc1ccc2nc(S(=O)(=O)NC(=O)C3(C)CCN3C(=O)CCc3cccs3)sc2c1 (stereo not given)
    1.9	-4	-5	38*	5	4	-1	-4	3	·
2. COc1ccccc1NC(=O)C12CC3CC(C1)CC(c1ccc(C)cc1)(C3)C2
    -0.7	-2	1	6	0	4	-4	-14	-1	-6
3. O=C(Nc1cc(Cl)ccc1N1CCOCC1)c1ccc(=O)[nH]c1
    0.2	-1	10	2	-4	2	-1	4	2	-7
4. Cc1ccc(S(=O)(=O)NC(CC(C)C)C(=O)N2CCN(C/C=C/c3ccccc3)CC2)cc1 (stereo not given)
    -2.3	-3	-12	1	3	2	3	-6	4	-24
5. Cc1[nH]c2ccccc2c1C1=CC(=O)C=CC1=O
    10*	96*	5	25	5	17	-3	13	78*	32
6. O=C(Cn1cnc([N+](=O)[O-])c1)c1ccc(F)cc1
    -2.5	-3	-4	5	5	-2	-3	-5	-1	-2
7. CCCCNC(=S)Nc1ccc(Cl)cc1
    -0.8	0	4	0	7	1	-1	9	4	-5
8. O=C(CCNS(=O)(=O)c1ccc(Br)cc1)NC1CCCCC1
    -0.7	0	-10	-6	-4	-2	1	8	1	-5
9. CCN1C(=O)c2ccccc2Sc2ccc(C(=O)NC(C)C)cc21
    0.0	0	3	-4	6	2	-4	-5	-5	2
10. CCN(CC(=O)Nc1cc(Cl)cc(Cl)c1)CC(=O)NC1CCS(=O)(=O)C1 (stereo not given)
    1.0	3	-3	1	0	-5	-7	-2	-5	3
11. S=C1NCN(CCc2ccccc2)CN1Cc1ccccc1
    -0.6	1	0	-5	-1	6	-4	7	-5	2
12. CCOc1ccc(C(=O)NC2CCN(C(=O)Nc3ccccc3OC)CC2)cc1
    2.0	-3	10	-3	-2	5	0	-8	0	1
13. CNC(=O)OCc1nc(SC2CCCCO2)n(C)c1COC(=O)NC (stereo not given)
    -0.7	-5	7	1	3	-1	2	-1	-4	·
14. O=C(NC(=S)NCCSc1ccccc1)c1cccnc1
    -2.8	-1	0	-2	2	-5	-3	9	1	2
15. CNC(=O)c1c(NC(=O)c2cccc(C)c2)sc2c1CCC2
    -0.3	3	-7	14	9	-2	-6	-3	8	-38
16. CC(OC(=O)Cc1c[nH]c2ccccc12)C(=O)NC1CCCCC1C (stereo not given)
    0.5	-3	-7	-2	2	-1	1	-1	11	-2
17. COc1ccc(-c2nnc(SCC(=O)NC3CCCc4ccccc43)n2N)cc1 (stereo not given)
    -0.3	6	11	2	7	-4	-2	-1	5	2
18. COc1ccc(NC(=O)c2nc[nH]c2C(=O)N2CCC(C)CC2)cc1
    -2.8	0	0	-7	-1	4	2	0	-2	-1
19. NC(N)=Nc1nc(CSCC/C(N)=N/S(N)(=O)=O)cs1
    0.2	1	5	1	4	2&-6	-2	6	-3	1
20. COc1ccc(/C=N/NC(=O)c2ccc(Br)cc2)c(OC)c1
    0.4	-3	-5	4	4	-2	-3	-3	3	-15

Other compounds
Sequence of screens: PG9 Ab binder	PRMT1 FP inh	TDP2 inh	rCAG binder	TCR CD3 inh	Rev-erbA mod	LEDGF integ inh	SIAE inh	mABHD4 FP	HTRA1 inh
21. CCN(CC)S(=O)(=O)c1ccc2[nH]cc(C(=O)NCCN3CCCCC3C)c(=O)c2c1 (stereo not given)
    -1.1	1	7	0	4	-4	3	0	-11	3
22. CN(C)Cc1cc(CCNC(=O)c2ccc(Cl)cc2)ccc1O
    0.3	-1	-2	-3	1	8	-2	2	-3	4
23. CCCSc1nc2cc(OC)c(OC)cc2c(=N)n1CCCN1CCOCC1
    -2.4	3	-12	6	-3	0	0	2	-8	7
24. Cc1ccsc1C1C(C#N)=C(N)N(N(C)C)C2=C1C(=O)CC(C)(C)C2 (stereo not given)
    -2.0	-1	3	-2	6	5	-1	2	1	4
25. Cc1oc(CC(C)C)cc1C(=O)NCCCC(=O)O
    2.9	2	7	1	5	5	-2	-1	1	-3
26. CN(CC(=O)Nc1ccc(F)cc1)C(=O)c1ccc(OCc2ccccc2)cc1
    -0.6	1	-3	0	3	2	-2	1	-3	-2
27. O=C(NC(=S)N1CCN(c2ccc(O)cc2)CC1)c1cccs1
    1.3	9	-15	7	-6	3	5	9	3	1
28. O=C(CCN1CCN(c2ccccc2)CC1)Nc1nccs1
    0.4	0	1	-1	-5	-2	-3	4	1	0
29. N#CCOc1nc(N2CCCCC2)nc(N2CCCCC2)n1
    -3.6	0	-14	-3	5	0	3	1	-4	0
30. Cc1cc2nc(-c3ccco3)c(Cc3ccccc3C(F)(F)F)n2c(C)c1Br
    -5.5	36*	6	47*	-5	-1	0	-7	16	·
31. O=C(NN1CCOCC1)c1ccc(Cl)cc1[N+](=O)[O-]
    -1.3	4	-8	-1	-6	2	-1	3	-4	9
32. CC(=NNC(=O)C(C)SC(C)C(=O)NN=C(C)c1cccnc1)c1cccnc1 (stereo not given)
    -0.4	1	-12	0	4	-5	-3	-2	7	-3
33. CNC(C)C#Cc1ccc2sc3cccc(OC)c3c(=O)c2c1 (stereo not given)
    0.7	5	-6	11	3	-7	-1	-14	-8	-26
34. Cc1cc(NC(=O)C(=O)NCCN2CCN(S(C)(=O)=O)CC2)ccc1Br
    1.1	2	-10	2	0	-3	-7	-1	2	-1
35. COc1ccc(N2C(=O)CC(NNC(=O)c3ccco3)C2=O)cc1 (stereo not given)
    -1.1	8	17	8	-3	-5	-2	-8	2	-2
36. Cc1cc(C)n(C(=O)c2ccc(S(=O)(=O)NCC3CCCO3)cc2)n1 (stereo not given)
    -3.8	0	14	-3	0	3	-1	3	-3	-3
37. O=C(O)/C=C/C(=O)Nc1cccc2c1-c1ccccc1C2=O
    -4.0	67*	-3	8	-2	4	1	0	2	-2
38. CCNc1nc(NCC)nc(N(C#N)CCOc2ccccc2)n1
    -0.1	4	-13	-2	-6	1	-6	1	-16	-8
39. Cc1ccc(S(=O)(=O)N2CCN(C(=O)Cc3ccsc3)CC2)c(C)c1
    -0.8	-3	-5	-3	1	1	1	-3	1	-4
40. Cc1cc2oc(C(=O)N3CCN(Cc4ccccc4)CC3)c(C)c2cc1C
    0.5	-2	-1	-4	-2	7	0	-5	-4	-30

Next compounds follow.
Sequence of screens: PG9 Ab binder	PRMT1 FP inh	TDP2 inh	rCAG binder	TCR CD3 inh	Rev-erbA mod	LEDGF integ inh	SIAE inh	mABHD4 FP	HTRA1 inh
41. CC(=O)c1ccc(NC(=O)c2sc3nc(N4CCOCC4)c4c(c3c2N)CCCC4)cc1
    2.8	20	0	5	8	1	0	0	-3	-3
42. CC1CCN(c2ccc([N+](=O)[O-])cc2C(=O)N2CCOCC2)CC1
    0.0	3	-18	1	-3	1	-5	3	13	4
43. CCC(C(=O)O)N1C(=O)c2ccccc2C1=O (stereo not given)
    1.6	0	-9	0	0	0	-1	5	5	4
44. CCOC(=O)c1c(/N=C/c2cc(C)ccc2O)sc2c1CCC2
    -3.4	5	4	4	0	-4	4	4	3	0
45. Cc1cccc(CS(=O)(=O)c2ncc(CO)n2C)c1
    -1.9	1	10	0	11	2	3	-2	5	-3
46. C[C@@H]1CN([C@H](C)CO)C(=O)c2cc(C#CC3CCCCC3)cnc2O[C@H]1CN(C)Cc1cccnc1
    -1.1	1	1	1	-5	-4	3	4	4	-5
47. C[C@@H]1CC[C@]2(C(=O)O)CC[C@]3(C)C(=CCC4[C@@]5(C)CC[C@H](O)[C@@](C)(C(=O)O)C5CC[C@]43C)C2[C@]1(C)O (stereo not given in full)
    1.1	-1	3	4	5	4	1	-1	2	0
48. O=[N+]([O-])c1cc(-c2csc(NCCc3nc4cc(Cl)c(Cl)cc4n3CCCO)n2)ccc1Cl
    -0.4	2	10	22	1	-4	0	10	20	-39
49. Cc1csc2ncc(C(=O)Nc3ccccc3F)c(=O)n12
    0.0	-2	5	1	3	0	4	-4	-5	-2
50. COc1ccc(S(=O)(=O)NCC2CCCN(Cc3ccccc3Cl)C2)cc1 (stereo not given)
    -2.8	-4	2	-3	1	-3	1	10	-5	-14
51. COc1cccc(C(=O)NCC(c2cccs2)N2CCOCC2)c1 (stereo not given)
    0.6	-2	-4	4	7	2	-3	6	5	9
52. Cc1ccc(OCCC(=O)Nc2c(C)n(C)n(-c3ccccc3)c2=O)cc1
    -1.4	-2	-1	-1	-1	-9	0	-5	6	0
53. CC1Cc2nc(SCC(=O)N3CCOCC3)n(C)c(=O)c2S1 (stereo not given)
    -2.1	2	0	1	-1	-1	0	3	1	-1
54. Brc1ccc(CN2CCCc3nc(-c4ccccc4)ccc32)cc1
    0.0	-2	-4	6	1	-6	2	6	-4	·
55. CC12C(=O)N(Cc3ccccc3)C(=O)C1C1C=CC2C1 (stereo not given)
    -1.7	1	1	-1	-4	-1	1	1	3	14

In the list so far, these have a Cl atom.
Sequence of screens: PG9 Ab binder	PRMT1 FP inh	TDP2 inh	rCAG binder	TCR CD3 inh	Rev-erbA mod	LEDGF integ inh	SIAE inh	mABHD4 FP	HTRA1 inh
3. O=C(Nc1cc(Cl)ccc1N1CCOCC1)c1ccc(=O)[nH]c1
    0.2	-1	10	2	-4	2	-1	4	2	-7
7. CCCCNC(=S)Nc1ccc(Cl)cc1
    -0.8	0	4	0	7	1	-1	9	4	-5
10. CCN(CC(=O)Nc1cc(Cl)cc(Cl)c1)CC(=O)NC1CCS(=O)(=O)C1 (stereo not given)
    1.0	3	-3	1	0	-5	-7	-2	-5	3
22. CN(C)Cc1cc(CCNC(=O)c2ccc(Cl)cc2)ccc1O
    0.3	-1	-2	-3	1	8	-2	2	-3	4
31. O=C(NN1CCOCC1)c1ccc(Cl)cc1[N+](=O)[O-]
    -1.3	4	-8	-1	-6	2	-1	3	-4	9
48. O=[N+]([O-])c1cc(-c2csc(NCCc3nc4cc(Cl)c(Cl)cc4n3CCCO)n2)ccc1Cl
    -0.4	2	10	22	1	-4	0	10	20	-39
50. COc1ccc(S(=O)(=O)NCC2CCCN(Cc3ccccc3Cl)C2)cc1 (stereo not given)
    -2.8	-4	2	-3	1	-3	1	10	-5	-14

3 compounds out of the list above, sorted by their value in PG9 Ab binder, low to high.
cpd	structure	PG9 Ab binder
53	CC1Cc2nc(SCC(=O)N3CCOCC3)n(C)c(=O)c2S1 (stereo not given)	-2.1
48	O=[N+]([O-])c1cc(-c2csc(NCCc3nc4cc(Cl)c(Cl)cc4n3CCCO)n2)ccc1Cl	-0.4
41	CC(=O)c1ccc(NC(=O)c2sc3nc(N4CCOCC4)c4c(c3c2N)CCCC4)cc1	2.8
